Pf growth 48h: P. falciparum growth inhibition at 48 hours (one generation); P. falciparum luciferase growth in erythrocytes, 48 h; Potency, µM (doses to about 28.7 µM), without a hit: top-dose activity change, negative = inhibition, usual class: inhibitors; 310,000 tested, 5.9% active
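Cell-based growth assay: transgenic P. falciparum expressing firefly luciferase, cultured in red cells within RPMI 1640 containing 0.5% w/v Albumax, 24 mM bicarbonate and gentamycin. A drop in luciferase activity indicates inhibition.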
HCV inh: HCV inhibition; Potency, µM (top dose mostly 41.8 µM), for inactives: at the highest dose activity change, negative = inhibition, usual class: inhibitors; Huh7.5.1 HCVcc-Cre infection, luciferase reporter, 44 h; AID 651820; 340,000 tested, 3.4% active
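HCVcc-Cre virus at an moi near 0.5 was added right after compound to cells cultured 4 h from seeding (1,000 cells/well). Luciferase activity was determined 44 h later, 15 min after substrate addition at RT.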
TbPYK inhibitor: T. brucei pyruvate kinase inhibition; Q57TT1; TbPYK enzyme, Kinase-Glo Plus ATP luminescence, 45 min; Potency, µM (titrated, usually from 76.8 µM), inactives show top-dose activity, negative = inhibition, hits mostly inhibitors; 410,000 tested, 0.12% active; AID 624173; also: nearly all actives have a fitted effect of over 50% in size
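Readout: single end-point luminescence (Kinase-Glo Plus, 10 min). Reaction conditions were TbPYK/substrate plus 130 uM ADP, 45 min at RT, pH 7.2 TEA buffer. No-enzyme wells served as controls, and data were normalized before concentration-response fitting.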
Pf growth 96h: P. falciparum growth inhibition at 96 hour, primary screen for plastid delayed-death inhibitors; P. falciparum luciferase reporter growth, 96 h; Potency, µM (doses to about 28.7 µM), without a hit: at the highest dose activity change, negative = inhibition, actives largely listed as inhibitors; 320,000 tested, 6.9% active
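Erythrocytes infected with luciferase-expressing P. falciparum were dispensed at 2% hematocrit and 0.05% parasitemia (final), then incubated with compounds 96 hours at 37 C in 5% CO2. Luminescence after detection reagent addition reported growth.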
LmPK inh: blocks Leishmania mexicana pyruvate kinase activity. purified LmPK, Kinase-Glo ATP luminescence, 1 h. Potency, µM (highest dose often 57.5 µM), for inactives: at the top dose activity change, negative = inhibition, usual class: inhibitors. 290,000 tested, 0.37% active. AID 1721
Target sequence (Q27686 whole entry, looked up): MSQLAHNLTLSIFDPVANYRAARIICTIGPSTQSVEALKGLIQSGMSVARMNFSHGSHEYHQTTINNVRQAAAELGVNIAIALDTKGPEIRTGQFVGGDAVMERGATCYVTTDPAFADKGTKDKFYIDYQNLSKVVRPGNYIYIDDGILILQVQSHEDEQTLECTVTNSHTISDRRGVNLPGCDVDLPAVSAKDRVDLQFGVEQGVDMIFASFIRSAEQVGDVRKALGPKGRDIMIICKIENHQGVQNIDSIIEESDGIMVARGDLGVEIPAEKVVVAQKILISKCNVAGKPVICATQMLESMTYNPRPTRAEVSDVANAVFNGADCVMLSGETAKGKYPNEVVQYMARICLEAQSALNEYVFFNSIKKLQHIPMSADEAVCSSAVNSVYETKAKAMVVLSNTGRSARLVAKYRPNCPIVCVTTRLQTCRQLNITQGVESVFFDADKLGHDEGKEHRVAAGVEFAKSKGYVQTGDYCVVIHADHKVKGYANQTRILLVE
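qHTS format; LmPK 0.1 nM; substrates PEP 0.5 mM and ADP 0.1 mM. One-hour room-temperature incubation, then coupled luciferase luminescence; 0.5 nM enzyme wells mark activation.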
Sm TGR block: S. mansoni TGR enzyme inhibition. Q962Y6. purified TGR, DTNB reduction, TNB absorbance 405 nm. Potency, µM (top dose mostly 114 µM), inactives show at the highest dose activity change, negative = inhibition, usual class: inhibitors. 360,000 tested, 3% active. AID 485364; also: nearly all actives have a fitted effect of over 60% in size
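Kinetic colorimetric format: TGR-catalysed, NADPH-driven DTNB reduction monitored via TNB absorbance. Enzyme dispensed at 20 nM; compound exposure 15 min at room temperature before reaction start.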
* marks the source's active call; other numbers are inactive results; ? = inconclusive; . = not tested or not shown; & = joins results of further samples; [ ] = remark or other dose. Calls follow the shape of the dose curve; as a rule, active = well fitted curve in the direction sought with a large enough effect; inconclusive = small, poorly fitted or top-dose-only effect, or another doubt; inactive = no such curve, though single readings can be large; an effect the other way counts as inactive or inconclusive. % is scaled to controls: 0 for no effect and ±100 for the full control effect; potency is read from the fitted curve at half-maximal effect.

Key to letters – A = Pf growth 48h; B = HCV inh; C = TbPYK inhibitor; D = Pf growth 96h; E = LmPK inh; F = Sm TGR block
1: COc1ccc(NC(=S)NCc2ccc(S(N)(=O)=O)cc2)c(OC)c1
  A = 9.7%; B = ?; C = -12.2%; D = 42.8%[activator]; E = 0.5%; F = -23.5%

2: O=C(CCCCCNC(=O)N1CCn2c1nc1ccccc12)N[C@H](Cc1ccccc1)C(=O)O
  A = -2.8%; B = 16.4%; C = -1.2%; D = ?; E = -6.4%; F = 3.9%

3: CCC(C)N1CC(=O)N2C(c3ccc(OC)cc3OC)c3[nH]c4ccccc4c3C[C@H]2C1=O (some centres undefined)
  A = ?; B = -0.7%; C = -2.1%; D = ?; E = 0.0%; F = -3.5%

4: O=C(O)c1cc(-c2ccccc2)n[nH]1
  A = 13.4%; B = 10.4%; C = 0.2%; D = 18.5%; E = -7.8%; F = -2.2%

5: O=[N+]([O-])c1ccc(/C=N/n2cn[nH]c2=S)cc1
  A = 0.3%; B = 2.6%; C = ?; D = -2.5%; E = -10.3%; F = -9.7%

6: C=C(C)Cn1c(SCC)nc2ccccc2c1=O
  A = ?; B = -4.0%; C = 0.9%; D = -46.3%; E = 2.1%; F = 0.4%

7: C=C(C)CSc1nc2nc(C)c(Br)cc2[nH]1
  A = 33.4%[activator]; B = .; C = .; D = .; E = -1.9%; F = 3.8%

8: O=C1CCN(Cc2ccc(O)cc2)CCN1[C@H](CO)Cc1ccccc1
  A = 37.0%[activator]; B = 17.8%; C = -2.4%; D = 71.1%[activator]; E = 3.9%; F = 3.2%

9: O=C(Cc1ccccc1)NC(=S)Nc1cccc(C(F)(F)F)c1
  A = 4.7%; B = 4.6%; C = 11.9%; D = ?; E = -4.7%; F = 1.3%

10: CCOC(=O)c1c(CN2CCCCC2)n(C)c2ccc(OC)c(S(=O)(=O)c3ccccc3)c12
  A = 10.4µM*; B = -15.7%; C = -7.4%; D = 7.38µM*; E = -1.8%; F = -14.7%

11: O=C(Nc1ccc(N2CCN(C(=O)c3ccccc3)CC2)cc1)c1cccs1
  A = -13.5%; B = 2.4%; C = 0.7%; D = 27.2%; E = 7.9%; F = 0.3%

12: O=S(=O)(c1ccc2c(c1)OCCO2)N1CCNCC1
  A = -2.2%; B = 16.1%; C = 0.5%; D = -2.0%; E = -5.9%; F = 0.1%

13: Cc1ccccc1NC(=O)Cc1nc(COC(=O)CC(C)c2ccccc2)cs1 (centres undefined)
  A = ?; B = 9.7%; C = -2.7%; D = ?; E = .; F = 5.9%

14: Nc1c(C(=O)NCc2cccs2)nnn1CC(=O)Nc1cccc(Cl)c1
  A = -20.1%; B = 4.7%; C = -3.4%; D = ?; E = 5.0%; F = -12.4%

15: COc1ccccc1C(=O)NC(CCSC)C(=O)NCc1ccncc1 (centres undefined)
  A = ?; B = -3.9%; C = 4.3%; D = ?; E = .; F = -19.8%

16: CC(C)(C)C(=O)NC1(C(F)(F)F)NC(=O)N(CCc2ccccc2)C1=O (centres undefined)
  A = .; B = 16.0%; C = 3.7%; D = 15.6%; E = -2.7%; F = 8.8%

17: CCCOc1ccc(-c2c(C(=O)N/N=C/c3ccncc3)nnn2-c2nonc2N)cc1
  A = 29.4%; B = 1.0%; C = -3.2%; D = 16.3%; E = 9.7%; F = 4.2%

18: COc1ccc2ncc(S(=O)(=O)c3ccccc3)c(N3CCN(c4ccccc4)CC3)c2c1
  A = 7.38µM*; B = ?; C = -7.2%; D = 13.1µM*; E = 1.9%; F = -4.2%

19: CCCCCN(C(=O)NC(=O)Nn1cnnc1)S(C)(=O)=O
  A = .; B = 18.7%; C = -0.8%; D = -4.6%; E = 5.8%; F = -26.8%[11.4 µM]

20: N#Cc1ccc(OCC(=O)OCC(=O)Nc2ccc(N3CCOCC3)cc2)cc1
  A = -1.0%; B = 12.6%; C = 0.0%; D = -1.2%; E = .; F = -6.4%

(list continues)
Values run as follows: Pf growth 48h, HCV inh, TbPYK inhibitor, Pf growth 96h, LmPK inh, Sm TGR block
21: CCOC(=O)C(C)Sc1nc2c(c(=O)[nH]c(=O)n2C)n1C/C=C(/C)Cl (centres undefined)
→ ?, ?, ?, ?, 24.6%, 3.0%
22: CC1=C(C(=O)O)N2C(=O)C(NC(=O)c3nn(C)c(C)c3Cl)C2SC1 (centres undefined)
→ 37.0%[activator], 8.1%, -20.1%, 23.7%, 6.2%, 0.0%
23: O=C(CN1CCNCC1)NC1CCCCC1
→ 5.5%, ., -10.4%, 5.3%, ., .
24: COc1ccc(C)cc1S(=O)(=O)N(CC(=O)O)c1ccc(F)cc1
→ -8.9%, 12.0%, 1.9%, ., -2.6%, 0.0%
25: O=C(C(c1ccccc1)c1ccccc1)N1CCN(CCN2C(=O)c3cccc4cccc(c34)C2=O)CC1
→ -1.3%, -3.4%, -4.3%, ?, 0.7%, -1.9%
26: O=C(CSc1nnc(Nc2ccccc2F)s1)Nc1cccc(S(=O)(=O)N2CCCCC2)c1
→ 22.0%, 12.6µM*, -7.5%, ?, 0.8%, -5.6%
27: Cc1ccccc1NC(=O)C(NS(=O)(=O)c1ccc2c(c1)c(=O)n(C)c(=O)n2C)c1ccccc1 (centres undefined)
→ ., -5.6%, 1.9%, ?, 1.8%, -5.2%
28: COc1cccc(CNC(=O)COC(=O)CN(C)S(=O)(=O)c2ccc(NC(C)=O)cc2)c1
→ 13.4%, -4.0%, 1.1%, 29.6%, -3.1%, 0.6%
29: O=C(O)C1C2C=CC(C2)C1C(=O)NCc1ccccc1F (centres undefined)
→ 17.7%, 12.4%, 3.8%, ?, -4.3%, 6.9%
30: O=C(CN1C(=O)c2ccccc2C1=O)NCc1ccc(F)cc1
→ 11.5%, -10.8%, -18.7%, ?, -4.8%, 68.8%[activator]
31: COc1ccccc1OCC(=O)Nc1ccncc1
→ 52.9%[activator], -13.9%, 2.2%, 0.522µM*, 0.1%, -1.5%
32: O=C(CSc1ccc(Cl)cc1)NC(=O)NCc1ccco1
→ 12.2%, -17.7%, 2.7%, 50.1%[activator], 0.0%, -23.5%
33: CN(C(=O)COC(=O)c1ccc([N+](=O)[O-])cc1N)c1ccccc1
→ ?, 9.5%, -14.0%, ?, 1.3%, 2.7%
34: COC(=O)C1=C(C)N(c2ccc(C)c(C)c2)/C(=C/c2cccs2)C1=O
→ -18.9%, ?, -4.1%, 0.0%, -2.1%, 16.0%
35: O=C(/C=C/c1ccccc1Cl)Nc1ccccc1
→ 227.7%[activator], ?, -8.5%, 72.8%[activator], 14.1µM*, 11.3%
36: COc1ccc(-n2c(Cc3cccn3C)nnc2SCC(=O)Nc2ccc(F)cc2F)cc1
→ ?, -12.3%&-4.8%, -0.9%, ?, -0.6%, -20.8%
37: COc1ccc(C)cc1NC(=O)c1sc2ncn(CC(=O)N3CCCCC3)c(=O)c2c1C
→ -1.9%, 4.4%, -12.3%, ?, -1.2%, 5.7%

Reformatted field by field: three of the compounds above
22) CC1=C(C(=O)O)N2C(=O)C(NC(=O)c3nn(C)c(C)c3Cl)C2SC1 (centres undefined)
  Pf growth 48h: 37.0%[activator]
  HCV inh: 8.1%
  TbPYK inhibitor: -20.1%
  Pf growth 96h: 23.7%
  LmPK inh: 6.2%
  Sm TGR block: 0.0%

35) O=C(/C=C/c1ccccc1Cl)Nc1ccccc1
  Pf growth 48h: 227.7%[activator]
  HCV inh: ?
  TbPYK inhibitor: -8.5%
  Pf growth 96h: 72.8%[activator]
  LmPK inh: 14.1µM*
  Sm TGR block: 11.3%

31) COc1ccccc1OCC(=O)Nc1ccncc1
  Pf growth 48h: 52.9%[activator]
  HCV inh: -13.9%
  TbPYK inhibitor: 2.2%
  Pf growth 96h: 0.522µM*
  LmPK inh: 0.1%
  Sm TGR block: -1.5%

Whole records, quoted from the list. Order of values: Pf growth 48h, HCV inh, TbPYK inhibitor, Pf growth 96h, LmPK inh, Sm TGR block
COc1cccc(CNC(=O)COC(=O)CN(C)S(=O)(=O)c2ccc(NC(C)=O)cc2)c1 as listed: 13.4%, -4.0%, 1.1%, 29.6%, -3.1%, 0.6%
COc1ccc(C)cc1S(=O)(=O)N(CC(=O)O)c1ccc(F)cc1 as listed: -8.9%, 12.0%, 1.9%, ., -2.6%, 0.0%

From PubChem BioAssay
